Integrin act MD = qHTS for Activators of Integrin-Mediated Alleviation for Muscular Dystrophy. alpha7betagal myoblasts, beta-gal FDG fluorescence, 48 h. Potency, µM (top dose mostly 38.3 µM), for the others: at the top dose activation, hits mostly activators. 350,000 tested, 0.064% active. AID 624291, 2012;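 note: potency is the fitted concentration of half-maximal effect; 100% = response of the positive control SU9516; nearly all actives have a fitted effect of over 60% in size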
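alpha7betagal+/- myoblasts (passage 13, 250/well) treated 48 h at 37C with compounds at 1:260 dilution of DMSO stock. Lysed, then beta-galactosidase activity read as FDG fluorescence (ex 480/em 540) after 30 min, with pre-read for autofluorescence.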
Giardia killer = Small Molecules that selectively kill Giardia lamblia: qHTS | 340,000 tested, 0.15% active | Giardia lamblia trophozoite viability | activity change, % at 7.66 µM, hits read low; in the data active = activity change below about -80%; inconclusive = between about -30% and that limit;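 note: parasites exposed to compound for two days anaerobically before the ATP read; % is set by controls: 0 for no effect and ±100 for the full control effect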
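Trophozoites 100 cells/well + cpd; 48 hrs, 37 deg C, anaerobic. ATPLite 1-Step added, 15-30 min RT, luminescence read (ATP-based viability).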
PKM2 activator = qHTS Assay for Activators of Human Muscle isoform 2 Pyruvate Kinase | Pyruvate kinase PKM (Homo sapiens), P14618 | purified PKM2, Kinase-Glo ATP luminescence, activation; response scale: 0% is enzyme alone, no compound | Potency, µM (highest dose often 57.5 µM), for the others: at the top dose activation, usual class: activators | 260,000 tested, 0.34% active; note: potency is the fitted concentration of half-maximal effect; % is set by controls: 0 for no effect and ±100 for the full control effect; nearly all actives have a fitted effect of over 55% in size
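Purified hPK-M2 (>95% pure) converted ADP (0.1 mM final) to ATP with 0.5 mM PEP in 50 mM imidazole pH7.2, KCl, MgCl2, Tween 20, BSA; 1 h at room temperature. ATP detected by Kinase-Glo luminescence.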
TSG101-PTAP inh = qHTS Assay for Iinhibitors of HIV-1 Budding by Blocking the Interaction of PTAP/TSG101; Tumor susceptibility gene 101 protein (Homo sapiens), Q99816; AID 493005, 2010; Potency, µM (highest dose often 115 µM), inactives show top-dose activity change, negative = inhibition, most hits filed as inhibitors; Fluorescence polarization, FITC-PTAP peptide / Tsg101 binding; 340,000 tested, under 10 active; active = well fitted inhibition curve with a large enough effect in the main read-out, with a control signal flat, not every such curve was filed as active; inconclusive = small, poorly fitted or top-dose-only effect, or effect the other way, or a change in a side signal; inactive = no such curve, though single readings can be large or run the other way; note: potency is the fitted concentration of half-maximal effect; % of control where 0% means no effect
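Steps: Tsg101 binding domain dispensed (10 uM final), compounds pinned in DMSO, FITC-labeled PTAP-motif peptide added (50 nM final); after 20 min binding at room temperature, polarization measured.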
GALK inh = qHTS Assay for Inhibitors of Human Galactokinase (GALK); P51570; Purified GALK, Kinase-Glo residual ATP luminescence; Potency, µM (top dose mostly 57.5 µM), without a hit: top-dose activity change, negative = inhibition, actives largely listed as inhibitors; 270,000 tested, 0.007% active; AID 1868, 2009; note: potency is the fitted concentration of half-maximal effect; % is set by controls: 0 for no effect and ±100 for the full control effect
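The enzyme phosphorylates galactose (100 uM) using ATP (35 uM); inhibition is detected as higher residual ATP, quantified by bioluminescence after 1 h reaction at room temperature, pH 8.0.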
Menin-MLL TR inh = qHTS Assay for Inhibitors Targeting the Menin-MLL Interaction in MLL Related Leukemias: Competition With Texas Red Labeled MLL-derived Mutant Peptide; Menin + Texas Red MLL mutant peptide, fluorescence polarization; 270,000 tested, 0.23% active; Potency, µM (series often up to 61.6 µM), inactives show at the highest dose FP activity change, negative = inhibition, actives largely listed as inhibitors; active = well fitted inhibition curve with a large enough effect in the polarisation, with a control signal flat, not every such curve was filed as active; inconclusive = small, poorly fitted or top-dose-only effect, or effect the other way, or a change in a side signal; inactive = no such curve, though single readings can be large or run the other way; the % refers to the polarisation; note: potency is the fitted concentration of half-maximal effect; % of control where 0% means no effect; many of its hits are not listed in these tables
Target sequence (O00255 whole entry, looked up): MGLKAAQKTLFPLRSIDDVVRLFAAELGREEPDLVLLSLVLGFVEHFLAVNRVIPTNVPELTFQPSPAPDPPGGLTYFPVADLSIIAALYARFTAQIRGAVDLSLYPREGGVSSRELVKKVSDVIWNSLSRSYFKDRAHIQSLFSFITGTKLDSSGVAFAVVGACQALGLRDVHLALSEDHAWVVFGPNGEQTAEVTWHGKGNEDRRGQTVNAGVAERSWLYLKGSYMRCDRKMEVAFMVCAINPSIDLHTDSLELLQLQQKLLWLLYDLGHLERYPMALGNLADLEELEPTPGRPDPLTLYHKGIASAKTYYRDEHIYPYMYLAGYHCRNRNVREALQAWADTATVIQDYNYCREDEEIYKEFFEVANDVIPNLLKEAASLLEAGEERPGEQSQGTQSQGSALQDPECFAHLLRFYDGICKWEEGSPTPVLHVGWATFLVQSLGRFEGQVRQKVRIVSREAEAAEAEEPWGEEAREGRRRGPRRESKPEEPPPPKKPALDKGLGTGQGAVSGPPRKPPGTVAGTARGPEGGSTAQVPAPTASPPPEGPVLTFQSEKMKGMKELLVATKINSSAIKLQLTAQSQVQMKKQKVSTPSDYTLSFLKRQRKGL
Coupling enz = qHTS Assay for Inhibitors of Fructose-1,6-bisphosphate Aldolase from Giardia Lamblia: Coupling assay counterscreen | coupling enzyme system counterscreen, AmpLite Red fluorescence | activity change, negative = inhibition, % at 58.2 µM, hits read low | 290,000 tested, 0.67% active | AID 2472, 2010; in the data active = activity change below about -30%; note: % is set by controls: 0 for no effect and ±100 for the full control effect
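Fluorescence at 525 nm excitation and 598 nm emission measured inhibition of the coupled detection system without aldolase. Compounds (at 57.5 uM final) were preincubated 10 min at room temperature with coupling enzyme reagent before a 20 min substrate/AmpLite Red step.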
B2AR arrestin = qHTS assay of beta-arrestin-biased ligands of beta2-adrenergic receptor; Beta-2 adrenergic receptor (Homo sapiens), P07550; Potency, µM (doses to about 46.1 µM), without a hit: at the top dose activation, most hits filed as activators; AID 492947, 2010; 330,000 tested, 0.02% active; beta-arrestin recruitment to beta2AR, cell-based reporter;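 note: potency is the fitted concentration of half-maximal effect; 0% = DMSO controls and full agonism = EC100 isoproterenol or metaproterenol; nearly all actives have a fitted effect of over 65% in size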
Target sequence (P07550 whole entry, looked up): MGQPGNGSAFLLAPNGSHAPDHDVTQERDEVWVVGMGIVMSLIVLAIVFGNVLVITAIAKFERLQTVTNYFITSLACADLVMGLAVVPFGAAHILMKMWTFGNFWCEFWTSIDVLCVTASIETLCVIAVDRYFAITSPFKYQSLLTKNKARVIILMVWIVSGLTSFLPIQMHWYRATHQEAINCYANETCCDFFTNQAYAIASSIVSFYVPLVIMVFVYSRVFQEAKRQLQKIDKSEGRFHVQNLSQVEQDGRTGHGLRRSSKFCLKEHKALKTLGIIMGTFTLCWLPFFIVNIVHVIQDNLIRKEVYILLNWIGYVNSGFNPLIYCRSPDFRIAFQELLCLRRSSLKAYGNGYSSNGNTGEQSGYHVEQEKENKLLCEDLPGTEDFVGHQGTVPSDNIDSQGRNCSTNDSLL
ASM inhibitor = Inhibitors of Secretory Acid Sphingomyelinase (S-ASM): qHTS; placental ASM, HMU-PC fluorogenic substrate, 60 min; Potency, µM (highest dose often 57.5 µM), inactives show at the highest dose activity change, negative = inhibition, usual class: inhibitors; 340,000 tested, 0.006% active; AID 504937, 2011; note: potency is the fitted concentration of half-maximal effect
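Fluorescence read-out (Ex 386 nm, Em 447 nm) after stopping the reaction at pH 10. Enzyme: ASM from human placenta; substrate HMU-PC0, 9 uM final; 60 min, 37 °C. Compound preincubation 10 min, ambient temperature.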
Tb PFK inh = qHTS Assay to Find Inhibitors of T. brucei phosphofructokinase; T. brucei PFK, ADP-Glo luminescence; Potency, µM (series often up to 57.5 µM), for the others: at the highest dose activity, negative = inhibition, usual class: inhibitors; 330,000 tested, 0.17% active; AID 485367, 2010;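 note: potency is the fitted concentration of half-maximal effect; 0% = uninhibited 1x PFK enzyme wells and -100% = no-enzyme wells; nearly all actives have a fitted effect of over 60% in size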
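ADP-Glo luminescence quantified ADP after 45 min at room temperature, with 1.25 nM T. brucei PFK, 0.1 mM ATP and 0.5 mM fructose-6-phosphate in pH 8.0 TEA buffer. qHTS titrations up to 57 µM; curves classified by quality.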
Chronic BCR inh = qHTS Assay to Find Inhibitors of Chronic Active B-Cell Receptor Signaling. ABC-DLBCL IkBa-CBG/CBR reporter, luminescence ratio, 4 h. 340,000 tested, 0.05% active. AID 493014, 2011. Potency, µM (top dose mostly 46.1 µM), for the others: at the highest dose ratio change, negative = lower green/red ratio, actives largely listed as inhibitors; active = well fitted inhibition curve with a large enough effect in the signal ratio, with a control signal flat, not every such curve was filed as active; inconclusive = small, poorly fitted or top-dose-only effect, or effect the other way, or a change in a side signal; the % refers to the signal ratio;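 note: potency is the fitted concentration of half-maximal effect; plate controls were basal doxycycline-induced cells for no effect and cells given 10 µM MG132 for full effect; MG132 reads +100%, hits lower the ratio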
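Doxycycline induced both beetle luciferases in TMD8 lymphoma cells; IKK-driven degradation limits the IkappaBalpha-fused green signal, while red luminescence normalises for cell number and nonspecific effects. Compounds tested up to 46 uM, 4 hrs.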
Active calls of the source: *; ? = inconclusive; · = no result given; & = joins results of further samples; [ ] = dose if it differs, or a comment. Unless noted, calls come from the whole dose curve; as a rule, active = well fitted curve in the direction sought with a large enough effect; inconclusive = small, poorly fitted or top-dose-only effect, or another doubt; inactive = no such curve, though single readings can be large; an effect the other way counts as inactive or inconclusive. These rows are one share of the data (hit frequency here may not be typical).

compound	Integrin act MD	Giardia killer	PKM2 activator	TSG101-PTAP inh	GALK inh	Menin-MLL TR inh	Coupling enz	B2AR arrestin	ASM inhibitor	Tb PFK inh	Chronic BCR inh
Cc1nn(C)c(Cl)c1CN1CCN(CC(C)C)C(CCO)C1 (centres undefined)	43%	-18	2%	-2%	2%	2%	5	0.2%	-5%	0%	?
CCN1C(=O)/C(=C\c2ccc(-c3ccc([N+](=O)[O-])cc3OC)o2)SC1=Nc1cccc(C(=O)O)c1	0%	-3	27%	-13%	-8%	?	0	0.0%	-22%	-9%	?
Cc1nn(Cc2ccc(C(=O)NN)o2)c(C)c1Cl	6%	-3	7%	-2%	-2%	·	5	0.0%	-2%	1%	?
Cc1sc(NC(=S)NC(=O)C2CCCCC2)c(C(N)=O)c1C	7%	46[activator]	-7%	-1%	0%	6%	0	0.4%	1%	-2%	0%
Cc1cccc(NC(=O)CN(C)S(=O)(=O)c2cnc[nH]2)c1	18%	14	-3%	1%	-1%	2%	0	0.3%	2%	1%	-5%
COC(=O)c1ccccc1NC(=S)N(Cc1ccc2c(c1)OCO2)Cc1cc2cc(OC)ccc2[nH]c1=O	26%	3	-4%	-1%	·	-25%	0	0.0%	28%	-1%	3%
O=[N+]([O-])c1ccccc1/C=N/NC1=NS(=O)(=O)c2ccccc21	-31%	11	-27%	-5%	-1%	29%	-8	0.4%	-2%	7%	2%
Cc1ccc(NC(=O)C(OC(=O)c2ccccc2Cl)c2ccccc2)cc1Cl (centres undefined)	-18%	19	-2%	5%	-3%	-17%	-7	0.1%	-10%	-5%	9%
CC(O)CN(C)CC/C=C1/c2ccccc2CSc2ccccc21 (centres undefined)	-23%	-1	-13%	-5%	·	0%	8	-0.1%	4%	2%	?
CCOP(=O)(NC(c1ccccc1)c1nc2ccccc2[nH]c1=O)OCC (centres undefined)	25%	-1	·	-1%	0%	-27%	-2	-0.3%	48%[activator]	1%	1%
CCc1c(C)sc(NC(=O)CSc2nc3c(c(C(F)(F)F)n2)CCc2ccccc2-3)c1C#N	20%[7.66 µM]	?	-3%	-5%	1%	-28%	-7	-0.1%	8%	-24%	-2%
O=C(c1ccco1)N1CCN(C2CC(=O)N(c3ccc(C(F)(F)F)cc3)C2=O)CC1 (centres undefined)	24%	9	-2%	-4%	5%	·	·	-1.0%	-2%	-3%	0%
CCn1c(C)nc2cc(C(=O)NNS(=O)(=O)c3ccc(C)cc3C)ccc21	35%	-4	-6%	-6%	-1%	·	0	0.0%	6%	-18%	-9%
CC(C)N(CCCNC(=O)c1ccc(N2CCCC2=O)cc1)Cc1ccccc1	5%	9	-1%	-10%	0%	4%	3	0.0%	3%	2%	-20%
C=CCN(CC=C)CCOc1cccc2ccccc12	-12%	-10	5%	-11%	2%	-2%	-2	-0.4%	1%	1%	?
CCOC(=O)Cc1nnc(NC(=O)C(CC)Sc2nc(C)cc(C)n2)s1 (centres undefined)	2%	-24	0%	-1%	3%	-3%	1	0.6%	-1%	2%	?
CCOc1ccccc1C(=O)Nc1cc(OC)ccc1OC	-18%	-2	-1%	-2%	2%	28%	0	-0.5%	-6%	1%	?
Cn1c(SCC(=O)NCc2ccc3c(c2)OCO3)nnc1-c1cc2ccccc2cc1O	-7%	1	0%	-5%	1%	·	-3	-0.3%	15%	-2%	-29%
COc1ccc2[nH]c(C)c(CN3CCCCC3)c(=O)c2c1	16%	3	1%	3%	-1%	-1%	1	0.0%	-1%	15%	-11%
O=C(Oc1ccc(Br)cc1)C1CC(=O)N(c2ccc(F)cc2)C1 (centres undefined)	4%	0	7%	-6%	-1%	13%	-1	-0.3%	0%	-8%	-7%
CCOc1ccc(CC(=O)Nc2c(C(N)=O)oc3ccc(Br)cc23)cc1OCC	-2%	-12	-1%	2%	1%	4%[11.7 µM]	-10	-1.5%	-1%	-4%	6%
CCCN(CCC)CC(=O)N1CC(=O)Nc2ccccc21	-6%	-9	-7%	-1%	7%	4%	3	0.4%	6%	10%	?
COc1ccccc1NC(=O)N1CCCC(c2nc3c(nnn3Cc3ccc(C)cc3)c(=O)[nH]2)C1 (centres undefined)	-6%	-6	-2%	-10%	5%	-6%	2	-0.3%	-7%	-5%	1%
Cc1ccc(CNCC2CCCO2)s1 (centres undefined)	15%	11	-2%	-5%	2%	-1%	0	-1.1%	9%	3%	8%
CC(=O)N1CCN(c2ccc(NC(=O)c3ccc(C)c([N+](=O)[O-])c3)cc2)CC1	23%	20	0%	0%	0%	8%	0	-0.1%	0%	-6%	3%
Cc1ccc(C(=O)NCC(=O)OCC(=O)NCC(F)(F)F)cc1	8%	-4	0%	-5%	-2%	6%	0	3.7%	-1%	1%	1%
Cc1cccc(C(=O)NCC(=O)N2CCN(S(=O)(=O)/C=C/c3ccccc3)CC2)c1	1%	-2	·	0%	·	·	·	0.0%	-4%	-8%	-1%
CCOC(=O)C1=C(CC)Nc2ccccc2N=C1NC(=O)Nc1ccccc1OC	-11%	8	-1%	-3%	3%	9%	0	-0.2%	-4%	0%	?
COc1ccccc1-c1nnc2n1N=C(C)CS2	15%[7.66 µM]	-23	-12%	-3%	0%	5%	3	-0.1%	0%	1%	-3%
COc1cc(NC(=O)c2ccccc2)c(OC)cc1NC(=O)CN1CCN(c2ccccn2)CC1	-5%	4	3%	-3%	-1%	-5%	·	-0.5%	-4%	-5%	27%
O=C(c1cc([N+](=O)[O-])cc([N+](=O)[O-])c1)N1CCN(C(=O)c2ccco2)CC1	-16%	-20	2%	-4%	5%	·	3	6.4%	2%	-4%	3%
COc1cc(S(=O)(=O)N(Cc2ccc(C)cc2)Cc2ccco2)ccc1-n1cnnn1	-16%	-10	1%	-2%	3%	-10%	0	-1.6%	-11%	-9%	-14%
O=C(N/N=C\c1ccc[nH]1)c1cncc(Br)c1	8%	-5	·	-7%	5%	12%	1	-0.1%	1%	-1%	3%
Cc1cc(C)n(CCNC(=O)C2CCC(=O)N(Cc3ccc(Cl)cc3)C2)n1 (centres undefined)	14%	1	-4%	-4%	-2%	-3%	-6	0.4%	2%	5%	2%
COc1ccc(NC(=O)c2ccco2)c(NC(=O)c2ccc([N+](=O)[O-])cc2)c1	-11%	?	3%	-3%	3%	11%	0	-0.1%	3%	-6%	0%
COc1ccccc1NS(=O)(=O)c1cccc(C(=O)N2CCCC2)c1	-8%	-17	·	0%	·	·	·	0.2%	7%	0%	5%
Cc1ccc(N2CC(=O)N(c3ccc(C)cc3)CC2=O)cc1	20%	3	-1%	0%	-2%	·	0	-0.2%	2%	5%	-1%
CCCCn1c(CNC(=O)C23CC4CC(CC(C4)C2)C3)nnc1SCC(=O)Nc1nnc(C)s1	9%	21	-3%	0%	-3%	-14%	5	-2.0%	-4%	-4%	5%
c1nc(NCc2ccc3c(c2)OCO3)c2cc(-c3ccc4c(c3)OCCO4)ccc2n1	·	7	·	-7%	·	·	·	-0.8%&-0.5%	-14%	1%&-2%	?
Cc1ccc(C(=O)NCC(=O)OCC(=O)Nc2ccc(Cl)cc2C(F)(F)F)cc1C	17%	-1	-3%	0%	0%	-3%	5	0.4%	-1%	12%	-3%
N#Cc1nc(Cc2ccccc2)oc1N1CCC(Cc2ccccc2)CC1	0%	17	-1%	-1%	2%	-6%	-1	-4.3%	-2%	0%	0%

High-throughput results as filed in PubChem.
